TDP1 cell CPT: DT40-hTDP1 cell growth loss with CPT | actives 12% (n = 420,000) | chicken DT40 Tdp1-/-;hTDP1 cells + 20 nM CPT, ATP luminescence, 48 h | AID 686979 | Potency, µM (top dose mostly 46.2 µM), without a hit: at the top dose activity change, negative = growth inhibition, hits mostly inhibitors; further: nearly all actives have a fitted effect of over 55% in size
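Chicken DT40 Tdp1-/- cells complemented with human TDP1, 400 cells/well, exposed to compounds plus 20 nM camptothecin for at least 48 h at 37 C; viability read as ATP content by CellTiter-Glo luminescence.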
TDP1 cell noCPT: qHTS for Inhibitors of human tyrosyl-DNA phosphodiesterase 1 (TDP1): qHTS in cells in absence of CPT; DT40 Tdp1-/- hTDP1 cells, no CPT, ATP luminescence, 48 h; Potency, µM (highest dose often 46.2 µM), for inactives: at the highest dose activity change, negative = growth inhibition, hits mostly inhibitors; actives 15% (n = 420,000); AID 686978, 2013; further: nearly all actives have a fitted effect of over 55% in size
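No-CPT arm: Tdp1-/-;hTDP1 DT40 cells (400/well) plus compounds, incubated ≥48 hr at 37 °C. Readout CellTiter-Glo luminescence.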
GCN5L2 inh: blocks human GCN5L2 histone acetyltransferase; AID 504327; Potency, µM (titrated, usually from 58.9 µM), for the others: top-dose activity change, negative = inhibition, usual class: inhibitors; GCN5L2 HAT assay, ThioGlo1 CoA-SH fluorescence; actives 0.21% (n = 390,000)
Target sequence (Q92830 whole entry, looked up): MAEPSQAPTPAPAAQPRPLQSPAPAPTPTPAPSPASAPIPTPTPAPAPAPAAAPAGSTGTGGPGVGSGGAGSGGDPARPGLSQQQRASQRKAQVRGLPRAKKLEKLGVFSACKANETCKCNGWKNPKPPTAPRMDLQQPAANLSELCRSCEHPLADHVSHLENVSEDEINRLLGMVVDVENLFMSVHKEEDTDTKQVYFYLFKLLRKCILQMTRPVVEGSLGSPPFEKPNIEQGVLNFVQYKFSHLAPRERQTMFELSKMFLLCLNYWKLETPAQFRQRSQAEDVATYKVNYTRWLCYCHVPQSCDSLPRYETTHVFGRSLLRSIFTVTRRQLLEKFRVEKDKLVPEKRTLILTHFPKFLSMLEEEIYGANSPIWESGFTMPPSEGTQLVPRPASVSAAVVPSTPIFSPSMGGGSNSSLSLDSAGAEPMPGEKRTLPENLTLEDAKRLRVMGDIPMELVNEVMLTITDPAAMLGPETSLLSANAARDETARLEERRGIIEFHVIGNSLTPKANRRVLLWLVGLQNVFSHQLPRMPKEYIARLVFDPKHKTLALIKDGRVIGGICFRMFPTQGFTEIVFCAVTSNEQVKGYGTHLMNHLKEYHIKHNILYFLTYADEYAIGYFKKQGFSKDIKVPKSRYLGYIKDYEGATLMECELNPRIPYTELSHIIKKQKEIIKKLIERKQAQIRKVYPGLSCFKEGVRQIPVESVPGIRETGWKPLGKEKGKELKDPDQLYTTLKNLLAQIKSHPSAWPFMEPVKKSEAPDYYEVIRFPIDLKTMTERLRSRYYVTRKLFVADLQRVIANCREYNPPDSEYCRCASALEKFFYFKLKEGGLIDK
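Fluorescence readout, Ex340nm/Em540nm: ThioGlo1 (50uM final) reacts with free CoA thiol released as 20nM GCN5L2 acetylates H3(1-25) peptide (75uM) using acetyl-CoA (70uM). Compound and enzyme sat 15 min beforehand; 20 min room-temperature reaction.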
An asterisk follows results filed as active; u = inconclusive; x = no result given; & = joins results of further samples. The call rests on the fitted dose curve; in most records, active means well fitted curve in the direction sought with a large enough effect; inconclusive means small, poorly fitted or top-dose-only effect, or another doubt; inactive means no such curve, though single readings can be large; an effect the other way counts as inactive or inconclusive. On the % scale 0 is the no-effect control and ±100 the full control effect; potency means the concentration at half of the fitted maximal effect. Not a hit list; overall some 18% were active at least once.

Value order: TDP1 cell CPT, TDP1 cell noCPT, GCN5L2 inh
- CCc1c(C)nc(N2CCN(c3ccc(F)cc3)CC2)[nH]c1=O
  u, -28%, -13%
- Cc1c(CC(=O)NCc2ccc(F)cc2)c(=O)oc2cc(O)c(Cl)cc12
  u, u, u
- Cc1ccc(C)c(NC(=O)c2nnn(CC(=O)Nc3cccc(C)c3C)c2N)c1
  2%, -2%, 19%
- Cc1nc(SCC(=O)N(CC(C)C)C2CCS(=O)(=O)C2)c(C#N)c(C)c1C (stereo not given)
  -25%, -7%, 3%
- COc1cc2c(cc1NC(=O)CN(C)Cc1ccc(OC)c(OC)c1)oc1ccccc12
  16µM*, 16µM*, -7%
- CCOc1ccc(N(CC(=O)N/N=C/c2ccc(OC(C)C)cc2)S(C)(=O)=O)cc1
  12%, -22%, -20%
- Cc1ccc(NC(=O)CSc2nnc(CCNC(=O)OC(C)(C)C)o2)c(C)c1
  0%, 0%, -4%
- O=C1CC(c2ccc(O)cc2)Oc2cc(O)cc(O)c21 (stereo not given)
  -17%&-2%&-7%, -3%&-1%&-20%, -8%
- Cc1ccccc1OCC(=O)Nc1ccc(-c2nc3ncccc3o2)cc1
  u, u, 2%
- CCOC(=O)Nc1c(C(=O)OC)[nH]c2cccc(OC)c12
  -1%, 23%, -1%
- CN(C(=O)c1ccco1)c1nc2c(s1)CCCC2
  u, u, -7%
- COCCN1C[C@@H](CO)O[C@@H](n2cnc3c(NCCCO)ncnc32)C1
  -3%, -3%, x
- Cc1[nH]nc2c1-c1nc3ccccc3nc1C(C)(C)C2
  u, u, -12%
- Cc1ccccc1NC(=O)c1ccc2c(c1)OCCO2
  -8%, -10%, 0%
- CCC(C)c1ccccc1NC(=O)COc1ccc(-c2nnco2)cc1 (stereo not given)
  -13%, -39%, -9%
- CCOC(=O)C[n+]1ccc2c([nH]c3ccccc32)c1C
  1%, -19%, u
- COc1ccccc1-c1ccc(/C=C2/C=C(C)OC2=O)o1
  13µM*, 10µM*, u
- Cc1cc(CSc2ccccc2)ccc1NC(=O)c1ccc(Br)cc1
  -9%, u, -2%
- Cc1nnc(SCC(=O)Nc2ccc(Br)cc2)n(N)c1=O
  8%, 7%, -6%
- O=C(COc1ccc2ccccc2c1)Nc1nc2ccccc2[nH]1
  -29%, u, -6%
- O=C(NN=C(Cc1ccccc1)Cc1ccccc1)c1ccccc1F
  -14%, -3%, -7%
- CCCOc1cccc(-c2cc(C(=O)N/N=C/c3ccccn3)c3ccccc3n2)c1
  12µM*, 9.2µM*, -16%
- Cc1oc(/C=N/NC(=O)CN(c2ccccc2Cl)S(C)(=O)=O)cc1Br
  -21%, u, -6%
- COc1ccc(-n2nc(C(=O)NCC(=O)O)c3ccccc3c2=O)cc1
  5%, 3%, -1%
- O=C(Nc1ccc(F)cc1F)c1ccc(CN2CC(=O)N3CCCCC3C2=O)cc1 (stereo not given)
  u, -24%, -11%
- CCOC(=O)C1CCN(C(=O)Cc2ccccc2OC)CC1
  0%, 1%, 3%
- O=C(ON=C1CCN(c2ccc([N+](=O)[O-])cc2)CC1)c1ccccc1
  -24%, -6%, -7%
- CN(C)N1C(N)=C(C#N)C(c2cccc3ccccc23)C2=C1CC(c1ccccc1)CC2=O (stereo not given)
  8.2µM*, 7.3µM*, -10%
- COc1cccc(OCCOc2cccc(/C=N/n3cnnc3)c2)c1
  u, u, -18%
- OCC[C@H]1C[C@@H](O)[C@H](O)[C@]2(CCCCO2)O1
  14%, 4%, 0%
- COc1ccc(NC(=O)c2sc3nc4c(cc3c2N)CN(Cc2ccccc2)CC4)cc1
  3%, 2%, -2%
- C=CCn1c(SCC(=O)Nc2ccc(Cl)cn2)nnc1C1CC1
  29%, 19%, -3%
- COc1ccc(-n2c(=O)c3ccc(C(=O)NCc4ccc(C)cc4)cc3n(Cc3ccc(Cl)cc3)c2=O)cc1
  -6%, -9%, -1%
- COc1ccccc1N(C(=O)Cn1nnc2ccccc21)C(C(=O)NCc1ccco1)c1ccc(C)o1 (stereo not given)
  u, u, -5%
- NCCCC[C@H]1CNC(=S)N1CC1(c2ccccc2)CC1
  u, -24%, -26%
- COc1ccc(NC(=O)C2(c3ccccc3)CCCC2)cc1
  -3%, u, -5%
- Cc1cc(C(=O)NC2CCCc3ccccc32)no1 (stereo not given)
  -23%, -20%, -2%
- Nc1ccc(-c2ccc(N)cc2C(F)(F)F)c(C(F)(F)F)c1
  -15%, -22%, 0%
- O=C(CN1C2=NCCCN2c2ccccc21)c1cccs1
  7%, -22%, -12%
- COc1ccc(-c2nc3c4ccccc4ccn3c2CN2CCCCC2)cc1OC
  u, u, -6%
- COc1cccc2cc(C(=O)N3CCN(C(=O)c4ccccc4)CC3)c(=O)oc12
  -16%, 4%, 2%
- Cc1cc(Cl)ccc1OC(C)C(=O)NC(C)C1CCCO1 (stereo not given)
  -23%, 0%, 0%
- CN1C(=O)C(C)(C)c2cc(S(=O)(=O)N3CCCC(C(=O)NCc4ccc(F)cc4)C3)ccc21 (stereo not given)
  u, u, -15%
- Cc1cccn2c(=O)c3cc(C(=O)NC(C)c4ccccc4)c(=N)n(CCCn4ccnc4)c3nc12 (stereo not given)
  u, u, -5%
- CCNC(=O)CN(c1ccccc1)S(=O)(=O)c1ccc(Cl)cc1
  -7%, -19%, 1%
- CCS(=O)(=O)N1Cc2ccccc2CC1C(=O)Nc1ccc(OC)c(OC)c1 (stereo not given)
  -11%, -2%, -5%
- CCCCN1C(=O)C2ON(c3ccccc3C)C(c3ccco3)C2C1=O (stereo not given)
  -24%, -30%, -8%
- COc1ccc(S(=O)(=O)N(CCO)c2ccccc2CN(C)C/C=C/c2ccc(Cl)cc2)cc1
  12µM*, 15µM*, -8%
- O/N=C(/CCc1ccccc1)C1(O)CCCCC1
  u, u, -1%
- COc1ccc(C2=NOC(C(=O)Nc3ccc4c(c3)OCCO4)C2)cc1OC (stereo not given)
  -10%, 19%, -5%

More results
Value order: TDP1 cell CPT, TDP1 cell noCPT, GCN5L2 inh
- O=C(CCN1C(=O)/C(=C\c2ccccc2F)SC1=S)N1CCOCC1
  u, 0.73µM*, x
- CC(C)C[C@H]1CN(CCCC[C@@H]2CNC(=O)C(=O)N2CCc2ccccc2)C(=O)C(=O)N1Cc1ccccc1
  0%, -9%, x
- COC(=O)c1cc(=O)n(CCc2ccccc2)c(=Nc2ccc(F)cc2)s1
  u, u, -6%
- CCOC(=O)C(C)c1nc2ccccc2[nH]c1=O (stereo not given)
  -2%, -10%, -15%
- c1ccn2cc(-c3ccc4c(c3)OCCO4)nc2c1
  15µM*, 26µM*, -8%
- COc1ccccc1-c1nnc(NC(=O)c2ccccc2F)o1
  u, u, -4%
- COc1cc(NC(=O)C2CC(c3c(F)cccc3Cl)=NO2)c(OC)cc1Cl (stereo not given)
  u, u, u
- COc1ccc(C/C(C)=N/NC(=S)Nc2ccccc2)cc1
  u, u, 2%
- CC[n+]1oc(-c2ccccc2)cc1C
  5%, -24%, 0%
- COc1cccc(/C=N/NC(=O)C(=O)NCc2cccnc2)c1
  -6%, -1%, -15%
- Cc1cccc(C(=O)N2CCCCCC2)c1
  0%, 0%, 2%
- Cc1cccc(NC(=O)CN(C)S(=O)(=O)c2ccc3c(c2)n(C)c(=O)c(=O)n3C)c1C
  0%, 3%, -29%
- c1ccc(N2CCN(Cc3ccc4c(c3)OCO4)CC2)nc1
  -9%, -6%, x
- Cc1cc(C(=O)NC2CC(C)(C)Cc3c2cnn3-c2ccccc2C)c(C)o1 (stereo not given)
  u, -28%, -10%
- CC(C)c1ccc(NC(=O)[C@@H]2CCC(=O)N2C2OC(=O)c3ccccc32)cc1 (stereo not given in full)
  -6%, -18%, -2%
- Cc1nc2ccccc2nc1N1CCCCC1
  u, -7%, -7%
- CCOc1ccc(C(=O)CN2C(=O)NC3(CCCc4ccccc43)C2=O)cc1 (stereo not given)
  u, u, x
- COC(=O)c1ccccc1NC(=O)c1cc2ncc(Br)cn2n1
  -8%, u, x
- COC(=O)c1cc(Br)c(=O)n(CCc2ccccc2)c1
  u, -16%, -3%
- COc1ccccc1NC(=O)c1ccc(COc2ccccc2OC)cc1
  2%, -16%, x
- O=C(O)C1Nc2ccccc2C2C=CCC12 (stereo not given)
  u, -10%, x
- CC(=O)N1CCN(C(=O)c2cc(=O)c3ccccc3o2)CC1
  2%, 4%, -1%
- CC(C)(C)C(=O)c1c(N)[nH]c(C(=O)c2ccccc2)c1-c1cc2ccccc2nc1Cl
  -3%, u, x
- CCC(C)N(C(=O)c1csnn1)C(C(=O)NC(C)(C)C)c1ccccc1 (stereo not given)
  -19%, -4%, -14%
- COc1ccc(OCc2cc(C(=O)NC3Cc4ccccc4C3)no2)c(Cl)c1
  3.3µM*, 3.7µM*, u
- CC(=O)c1cccc(NC(=O)C(Cc2ccccc2)NS(=O)(=O)c2ccc(Br)s2)c1 (stereo not given)
  -21%, -21%, 0%
- Cc1ccc(NC(=O)c2ncn(CCCNCc3ccc4c(c3)OCO4)n2)cc1C
  u, u, x
- COc1cc2cc(CN(CCc3cccc(C)c3)C(=S)NCCCN3CCOCC3)c(=O)[nH]c2cc1OC
  u, u, 0%
- Cc1cc(C)nc(NC(=NCCc2c[nH]c3ccccc23)NC(=O)Nc2cccc([N+](=O)[O-])c2)n1
  13µM*, 7.3µM*, -6%
- O=[N+]([O-])c1ccc(-n2nncc2-c2ccccc2)cc1
  5%, -24%, -10%

Among those listed so far, two contain a COOH group.
Value order: TDP1 cell CPT, TDP1 cell noCPT, GCN5L2 inh
- COc1ccc(-n2nc(C(=O)NCC(=O)O)c3ccccc3c2=O)cc1
  5%, 3%, -1%
- O=C(O)C1Nc2ccccc2C2C=CCC12 (stereo not given)
  u, -10%, x

Next results follow:
Value order: TDP1 cell CPT, TDP1 cell noCPT, GCN5L2 inh
- CCCN(CCC)C(=O)Cn1c(=O)n(-c2cccc(C)c2)c(=O)c2c1c1cc(OC)ccc1n2C
  15µM*, 23µM*, -22%
- COc1ccccc1CCNCc1ccc(OC)c(OCc2ccccc2)c1
  -92%, 13µM*, 0%
- O=C(O)c1cc(N=Nc2c(O)[nH]c3ccc([N+](=O)[O-])cc23)ccc1Cl
  -4%, 1%, -8%
- CSCc1cc(N(C)C)nc(SCc2ccc(Cl)cc2Cl)n1
  u, u, 11%
- O=C1c2cccc3cccc(c23)C(=O)N1CCCSc1ncn[nH]1
  -3%, -4%, 2%
- Cc1cc(NC(=O)CN2C(=O)NC(CCc3ccccc3)C2=O)no1 (stereo not given)
  0%, 14%, 2%
- CCN=C1SC(CC(=O)Nc2ccc(C)cc2)C(=O)N1CC (stereo not given)
  -8%, 3%, -3%
- COc1cc2ccccc2cc1C(=O)Nc1cc(-c2nc3ccccc3o2)ccc1C
  2%, 0%, 8%
- CN(C(=O)c1cccnc1)c1nnc(-c2cnccn2)s1
  0%, 1%, -3%
- CC(=O)Nc1ccc(NC(=O)c2cc[n+]([O-])cc2)cc1
  3%, 0%, 3%

Compound profiles (already shown).
Results for CC(=O)Nc1ccc(NC(=O)c2cc[n+]([O-])cc2)cc1 → TDP1 cell CPT = 3%; TDP1 cell noCPT = 0%; GCN5L2 inh = 3%
Results for O=C1c2cccc3cccc(c23)C(=O)N1CCCSc1ncn[nH]1 → TDP1 cell CPT = -3%; TDP1 cell noCPT = -4%; GCN5L2 inh = 2%
Results for CCN=C1SC(CC(=O)Nc2ccc(C)cc2)C(=O)N1CC (stereo not given) → TDP1 cell CPT = -8%; TDP1 cell noCPT = 3%; GCN5L2 inh = -3%

Further records
Value order: TDP1 cell CPT, TDP1 cell noCPT, GCN5L2 inh
- CC1Cc2cc(/C(O)=C3/C(=O)C(=O)N(CCN4CCOCC4)C3c3ccc(N(C)C)cc3)ccc2O1 (stereo not given)
  0%, -25%, -7%
- CCOc1cccc(C2C=C(c3ccc4c(c3)OCO4)NC(c3ccccc3F)N2)c1O (stereo not given)
  11µM*, 16µM*, x
- CN(CC(=O)Nc1ccccc1C(F)(F)F)C(=O)C1CC1
  -5%, 11%, 2%
- N/C(=N\OC(=O)c1cccc2ccccc12)c1ccc(Br)cc1
  -5%, -21%, -6%
- Cc1ccsc1-c1ccnc(-n2cccc2)n1
  -11%, u, -10%
- CCN(Cc1nc2cc(Cl)ccc2c(=O)[nH]1)C(=O)COc1ccccc1Cc1ccccc1
  u, u, -1%

Assay outcomes from PubChem.
